DSG3 Ab inh: human desmoglein-3 autoantibody binding inhibition. DSG3-coupled beads, scFv-anti-DSG3-GFP binding, flow cytometry; active compounds read low. actives 0.48% (n = 310,000). binding (percent of control), % at 10 µM. P32926;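 active = binding more than 3 SD below its plate's average and above zero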;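 also: hits lower antibody fragment binding to DSG3; some compounds called inactive have numbers as strong as hits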
Target sequence (P32926 whole entry, looked up, the tested form may be a part): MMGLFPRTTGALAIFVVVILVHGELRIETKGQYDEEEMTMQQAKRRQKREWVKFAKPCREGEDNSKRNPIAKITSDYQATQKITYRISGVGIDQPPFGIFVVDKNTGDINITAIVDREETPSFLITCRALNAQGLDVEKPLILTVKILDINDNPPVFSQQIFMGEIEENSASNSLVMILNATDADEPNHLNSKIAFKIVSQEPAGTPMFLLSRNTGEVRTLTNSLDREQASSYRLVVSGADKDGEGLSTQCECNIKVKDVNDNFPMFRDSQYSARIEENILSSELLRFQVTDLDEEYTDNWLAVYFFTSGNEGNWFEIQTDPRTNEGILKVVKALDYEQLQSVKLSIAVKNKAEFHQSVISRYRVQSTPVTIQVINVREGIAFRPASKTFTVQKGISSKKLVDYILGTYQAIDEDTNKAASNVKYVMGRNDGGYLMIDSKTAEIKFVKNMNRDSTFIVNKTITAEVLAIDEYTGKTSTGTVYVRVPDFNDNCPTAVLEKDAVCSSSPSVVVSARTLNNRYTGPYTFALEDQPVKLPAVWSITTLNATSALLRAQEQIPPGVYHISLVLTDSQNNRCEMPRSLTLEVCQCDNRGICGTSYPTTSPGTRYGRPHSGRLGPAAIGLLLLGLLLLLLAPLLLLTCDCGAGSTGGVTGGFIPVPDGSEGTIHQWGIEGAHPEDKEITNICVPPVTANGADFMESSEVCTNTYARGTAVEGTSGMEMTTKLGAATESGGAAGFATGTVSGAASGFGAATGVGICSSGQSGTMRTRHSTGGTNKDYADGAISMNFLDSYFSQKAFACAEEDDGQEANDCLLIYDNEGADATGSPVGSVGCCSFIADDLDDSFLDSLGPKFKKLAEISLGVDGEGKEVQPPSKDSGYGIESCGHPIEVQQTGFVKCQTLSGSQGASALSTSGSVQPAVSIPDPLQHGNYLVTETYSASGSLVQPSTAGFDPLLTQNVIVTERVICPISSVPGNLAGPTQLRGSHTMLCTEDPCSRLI
Arr AP2 block: blocks beta-arrestin peptide binding to AP2 adaptin; FITC-arrestin peptide / GST-AP2 beads, flow cytometry; AP2 beta2 appendage carries R879A mutation; inhibition, % at 10 µM; actives 0.31% (n = 340,000);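 active = inhibition above a set limit, near 3 SD of compounds lacking own fluorescence, cut at about 54% in these data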;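 also: plate controls were DMSO wells for no effect and 5 µM unlabelled arrestin peptide for full effect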
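Material – AP2 appendage R879A on GSH beads · Buffer or medium – PBS with 0.05% Tween 20 and 0.1% BSA · Probe or stimulus – fluorescein-tagged arrestin peptide at 50 nM final · Incubation – compound with beads 12 min RT, then probe 1 h RT · Detection – high-throughput flow cytometry of beads, ex 488, em 535 nm · Evaluation – percent response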
OPRM1-OPRD1 inv: inverse agonists of human mu-delta opioid receptor heterodimerization; actives 0.21% (n = 340,000); inhibition, % at 9.3 µM; cell-based MOR-DOR heterodimer luminescence, inverse agonism; P35372+P41143; AID 504357; in the data active = inhibition above about 22%, passing the limit was not always enough;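 also: 0% = cells with DMSO and 100% = wells without cells with DMSO; values of inactives mirror those of a sister screen read the other way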
OPRM1-OPRD1 ag: OPRM1-OPRD1 heterodimerization agonism | P35372+P41143 | cells, luminescence | activation, % at 9.3 µM | actives 0.3% (n = 340,000); in the data active = activation above about 18%;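 also: 0% = vehicle-treated cells and 100% = reference agonist; values of inactives mirror those of a sister screen read the other way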
E coli growth: bacterial growth inhibition, counter-screen for AddAB inhibitors. inhibition, % at 11.9 µM. E. coli V3065 growth, OD600 absorbance, 18 h. actives 0.27% (n = 330,000);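 active = inhibition above the campaign's mean inhibition across all tested compounds plus 3 SD, cut at about 9.9% in these data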;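 also: uninfected addAB+ strain grown without phage in ampicillin broth; 0% = DMSO wells and 100% = ciprofloxacin 0.95 µg/ml wells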
PKA-R1A activ: activates the PKA-R1A holoenzyme complex; actives 0.083% (n = 340,000); PKA-R1A dissociation, Cy5-IP20 fluorescence polarization; scaled: DMSO 0%, 113 µM cGMP 100%; activation, % at 11.4 µM;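 active = percent activation above the mean of all tested compounds plus 3 SD, cut at about 19% in these data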;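 also: higher means more PKAc released from R1A so a rise in polarization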
Mot1-301 SUMO: SUMOylation pathway inhibition by Mot1-301 growth rescue. growth rescue, % at 18.8 µM. actives 1% (n = 320,000). S. cerevisiae Mot1-301 growth rescue, ATP luminescence, 38.5C; percent above DMSO median, 100 means doubled;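 active = every valid replicate shows activation above 250% relative to neutral control wells; inactive = the rest, any valid replicate at or below 250%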;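 also: OY570 slx delta 5 strain wells were the positive control but not used for scaling; some compounds called inactive have numbers as strong as hits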
PfHsp90 set2: inhibits growth of yeast expressing Plasmodium falciparum Hsp90 | inhibition, % at 9.4 µM | S. cerevisiae expressing PfHsp90, BacTiter-Glo ATP, 48 h; yeast lacking PDR1 and PDR3 efflux regulators | AID 504621 | actives 0.32% (n = 310,000);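 active = every replicate shows inhibition above about 80%, whatever the replicate mean, limit read from the data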;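 also: 0% = DMSO neutral controls and 100% = 20 µM radicicol positive controls; yeast relying on Plasmodium falciparum Hsp90 in place of its own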
Tat export inh: blocks Tat-dependent protein export in E. coli. E. coli MC4100 TorA-mCherry Tat export, fluorescence. inhibition, % at 10 µM. actives 0.036% (n = 340,000). AID 488895;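 active = mean replicate inhibition at least 50% and at least half of replicates individually reaching 50%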;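 also: exported cargo escapes ClpAP degradation while cytoplasmic cargo is degraded and loses fluorescence; 0% = median of neutral control wells and 100% = median of NaSCN control wells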
phage Ecoli inh: E. coli growth loss with phage present | growth absorbance | inhibition, % at 11.9 µM | actives 0.26% (n = 360,000); in the data active = inhibition above about 11%
AddAB inh: less growth of phage-infected E. coli with AddAB; E. coli expressing H. pylori AddAB, absorbance growth; inhibition, % at 11.9 µM; actives 0.29% (n = 330,000); AID 435030; in the data active = inhibition above about 12%;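 also: 0% = vehicle wells of infected cells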
An asterisk follows results filed as active; / = no result given.

SMILES	DSG3 Ab inh	Arr AP2 block	OPRM1-OPRD1 inv	OPRM1-OPRD1 ag	E coli growth	PKA-R1A activ	Mot1-301 SUMO	PfHsp90 set2	Tat export inh	phage Ecoli inh	AddAB inh
COc1ccc(CNC(=O)C2CCCN(C(=O)Nc3ccccc3OC)C2)cc1 (stereo not drawn)	104	1	18	-3.3	2.6	-6	5	2	3	3.4	2.5
CCOC(=O)C1=C(C)N=c2s/c(=C/c3cccc([N+](=O)[O-])c3O)c(=O)n2C1c1cc(OC)c(OC)c(OC)c1 (stereo not drawn)	/	-15	21	-4.6	1.3	-3	-9	19	-1	-1.4	0.7
Cc1ccc(Cl)cc1NC(=O)C(=O)N/N=C/c1ccc2c(c1)OCO2	105	11	21	-3.8	/	-14	-5	-5	-3	3.2	/
COCCNC(=O)/C(C#N)=C/c1c(N2CCN(C)CC2)nc2ccccn2c1=O	93	-10	6	-1.1	-0.2	-14	-23	0	-6	3.6	2.5
O=c1[nH]c(CSc2nc(-c3ccc(F)cc3)cs2)nc2ccccc12	95	-1	10	-1.9	1.9	5	3	8	-4	1.4	1.6
O=C(CN1CCC(C(=O)c2ccc(F)cc2)CC1)Nc1ccccc1	101	-7	-11	2.1	-1.6	-10	-6	1	1	5.1	1.0
CCOC(=O)C1CCN(C(=O)COC(=O)c2oc3ccc(OC)cc3c2C)CC1	98	-3	7	-1.7	-0.1	4	/	-17	-1	1.2	0.4
O=S(=O)(c1cccs1)N1CCc2ccccc21	130	-2	10	-1.7	2.3	-3	-4	3	-10	2.8	1.6
CCOC(=O)C1CCN(S(=O)(=O)c2ccccc2[N+](=O)[O-])CC1	111	-4	/	/	0.1	/	9	/	/	3.0	0.9
COc1cc2c(cc1NC(=O)c1cccnc1)CCCC2	102	0	-17	2.9	1.8	-1	-10	2	-5	2.2	1.5
COc1ccc(OCC(=O)Nc2nnc(S(=O)(=O)N3CCCCCC3)s2)cc1	105	-2	-4	0.6	-1.2	7	3	-12	9	3.6	-2.0
CC(C)(C)c1nc(SCC(=O)N2CCCC2)c2ccccc2n1	100	3	-3	0.6	1.1	1	-10	-11	-7	4.1	0.9
CCOC(=O)C1Sc2[nH]c(=O)sc2C(c2ccc(Cl)cc2)C1C(=O)OCC (stereo not drawn)	101	42	-18	3.1	0.1	-10	/	-44	0	1.3	-1.0
CCN(CC(=O)Nc1ccc(Br)cc1)C(=O)c1nc2nc(C)cc(C)n2n1	/	-8	14	-3.8	-0.9	6	6	-13	5	2.0	0.8
CC1=CC2=NC(=O)/C(=C\c3cc(C)n(-c4ccc(F)cc4)c3C)C(=N)N2O1	99	38	-2	0.5	-0.3	-20	7	0	-6	3.6	1.7
O=S(=O)(NCCc1ccccc1)c1cccc2nsnc12	101	39	3	-0.6	0.7	-2	-10	7	-4	1.0	0.1
CC1(C)CC(=O)C=C(NNC(=O)c2ccccc2O)C1	102	26	9	-1.8	3.6	4	-9	20	0	6.8	3.4
COc1ccc(NC(=O)CN2CCN(CC(=O)Nc3ccccc3Cl)CC2)cc1	118	23	10	-2.2	-2.4	0	124	-16	-12	3.4	0.6
COc1ccc(Br)cc1S(=O)(=O)NNC(=O)c1c(C)nc2ccccn12	103	-1	/	/	1.3	/	23	14	5	2.5	2.1
CCN(C[C@H]1N[C@@](CC)(C(=O)OC)[C@H]2C(=O)N(Cc3ccccc3)C(=O)[C@@H]12)C(=O)NC(C)C	88	35	11	-2.4	-1.6	2	-1	5	-7	1.0	2.0
COc1ccccc1NC(=O)Cc1noc(CSc2nnc(C(F)(F)F)n2C)n1	96	5	13	-2.4	2.3	-5	-2	-34	2	1.4	2.7
NN1C(=O)/C(=C\c2ccco2)SC1=S	107	14	/	/	4.4	/	-2	/	/	1.3	5.9
COc1ccc(-c2coc3cc(O)ccc3c2=O)cc1	110	6	-3	0.5	-0.8	4	5	-13	1	3.3	-0.6
COc1ccc(OC)c(C2=NOC(C(=O)Nc3c(C)n(C)n(-c4ccccc4)c3=O)C2)c1 (stereo not drawn)	97	-5	17	-3.3	-1.9	-1	4	3	-1	-1.4	-0.8
COc1ccc(-n2c(CNC(=O)c3cc(OC)c(OC)c(OC)c3)n[nH]c2=S)cc1	102	-13	6	-1.1	-3.4	3	-12	7	-1	3.4	-0.9
O=c1oc2cc(O)ccc2c2c1CCCC2	100	4	6	-1.4	-2.1	-2	-14	-19	-1	1.9	-0.5
COC(=O)C(C)Oc1cc(C)ccc1COc1ccc(-n2nc(C)n(C(F)F)c2=O)cc1 (stereo not drawn)	98	-2	-10	1.9	0.9	1	-12	-2	10	1.5	1.4
O=c1cnnc(N/N=C/c2c[nH]c3ccccc23)[nH]1	100	10	14	-2.7	1.9	9	420	-7	7	4.6	5.7
Cc1nonc1NC(=O)OC1CCCCC1	89	26	18	-3.6	0.2	-10	40	/	-2	4.0	1.4
CN(CC(=O)Nc1ccc(OC(F)(F)F)cc1)C(=O)/C=C/c1ccco1	106	14	-5	1.3	0.9	-9	15	/	-3	1.5	1.5
O=C(Nc1nnc(C2CCCCC2)s1)c1ccco1	104	-2	8	-1.8	2.2	5	-24	-28	-11	0.1	5.0
O=C(CC1OC(=O)c2ccccc21)c1ccco1 (stereo not drawn)	/	19	5	-0.9	-7.1	-3	1	/	-15	1.9	0.6
OCCNc1cnc2ccccc2n1	103	36	4	-0.8	1.1	1	-13	7	-2	1.9	4.1
O=C(COC(=O)c1ccc(F)c(S(=O)(=O)N2CCOCC2)c1)NC1CCCCC1	94	48	-6	1.6	-2.1	1	-4	/	-9	0.3	-1.6
COc1ccc(CC(=O)N/N=C\c2cc(Br)c(O)c(Br)c2)cc1	97	4	3	-0.5	/	-10	1	1	-4	4.8	/
Cc1[nH]c(=O)nc(SCc2cccc(Cl)c2)c1C#N	104	26	12	-2.3	1.6	1	1	6	10	1.6	4.7
O=C(c1ccco1)N1CCN(C(=O)c2ccc(-c3ccc([N+](=O)[O-])cc3)o2)CC1	96	7	-18	4.2	-1.1	2	-8	9	-2	1.7	-0.5
COc1cc2nc(C3CCC3)n(NC(=O)COc3ccccc3)c(=O)c2cc1OC	99	20	5	-0.9	-2.5	-2	0	-38	7	0.9	-2.0
Cc1ccc(Nc2cc(=O)n(C3CCCCC3)c(=O)[nH]2)cc1C	100	-15	-38	6.3	0.1	-2	14	9	4	3.7	2.3
O=C1C2CCCCC2C(=O)N1c1nccs1 (stereo not drawn)	121	16	13	-2.7	/	8	41	-13	0	6.5	/

Single records, as listed above:
`O=C(COC(=O)c1ccc(F)c(S(=O)(=O)N2CCOCC2)c1)NC1CCCCC1` is listed with DSG3 Ab inh: 94; Arr AP2 block: 48; OPRM1-OPRD1 inv: -6; OPRM1-OPRD1 ag: 1.6; E coli growth: -2.1; PKA-R1A activ: 1; Mot1-301 SUMO: -4; PfHsp90 set2: /; Tat export inh: -9; phage Ecoli inh: 0.3; AddAB inh: -1.6
`Cc1[nH]c(=O)nc(SCc2cccc(Cl)c2)c1C#N` is listed with DSG3 Ab inh: 104; Arr AP2 block: 26; OPRM1-OPRD1 inv: 12; OPRM1-OPRD1 ag: -2.3; E coli growth: 1.6; PKA-R1A activ: 1; Mot1-301 SUMO: 1; PfHsp90 set2: 6; Tat export inh: 10; phage Ecoli inh: 1.6; AddAB inh: 4.7

(further entries)
SMILES	DSG3 Ab inh	Arr AP2 block	OPRM1-OPRD1 inv	OPRM1-OPRD1 ag	E coli growth	PKA-R1A activ	Mot1-301 SUMO	PfHsp90 set2	Tat export inh	phage Ecoli inh	AddAB inh
CCNC(=S)N/N=C/c1cccs1	113	-1	-7	1.2	0.0	8	-4	-2	7	1.7	1.8
Cc1cc(N2CCN(C(=O)c3ccco3)CC2)n2ncnc2n1	101	7	12	-1.9	-0.5	-1	20	-16	1	1.7	2.6
Cc1ccccc1OCC(=O)Nc1ccc(S(=O)(=O)Nc2ccccn2)cc1	106	18	9	-2.1	-1.2	-4	19	-16	10	1.8	2.0
Cc1cc(C)n2nc(SCc3nnc(SCc4ccccc4Cl)s3)nc2n1	105	6	17	-2.9	-0.1	-2	-8	3	-3	5.0	-0.8
CS(=O)(=O)N(CC(=O)N1CCN(Cc2ccc3c(c2)OCO3)CC1)Cc1ccc(Cl)cc1	102	19	7	-1.3	-1.5	-6	-21	2	0	0.9	2.3
COc1ccc(-c2c(N)n[nH]c2C)cc1OC	81	1	9	-1.8	-1.1	-9	/	5	6	2.3	-1.6
O=C(/C=C/c1cn(-c2ccccc2)nc1-c1ccc2c(c1)OCCO2)NCCO	100	25	-2	0.3	0.0	-5	1	1	-2	3.1	1.1
Cc1csc(NC(=O)c2cc3c(s2)CCC3)n1	114	2	6	-1.1	1.9	-10	/	8	-6	4.5	-0.3
CCOc1ccc2oc(C(=O)N(CCOC)c3c(N)n(CC(C)C)c(=O)[nH]c3=O)c(C)c2c1	106	16	7	-1.7	2.1	6	14	-17	-3	-0.9	2.1
CCC(=O)Nc1ccc(N2CCN(C(=O)c3ccco3)CC2)c(Cl)c1	111	29	5	-1.0	/	-2	/	-91	-2	1.3	/
O=C(NCCc1c[nH]c2ccccc12)C(=O)NCC1OCCN1S(=O)(=O)c1ccccc1 (stereo not drawn)	92	13	12	-2.5	1.0	-7	202	4	-10	4.9	2.7

As entered above:
OPRM1-OPRD1 ag, CN(CC(=O)Nc1ccc(OC(F)(F)F)cc1)C(=O)/C=C/c1ccco1 → 1.3
PKA-R1A activ, Cc1csc(NC(=O)c2cc3c(s2)CCC3)n1 → -10
PKA-R1A activ, Cc1ccc(Cl)cc1NC(=O)C(=O)N/N=C/c1ccc2c(c1)OCO2 → -14
OPRM1-OPRD1 ag, COc1ccc(CC(=O)N/N=C\c2cc(Br)c(O)c(Br)c2)cc1 → -0.5
PKA-R1A activ, O=S(=O)(c1cccs1)N1CCc2ccccc21 → -3
